Source: PubChem BioAssay
MITF primary – human MITF inhibition, primary screen. O75030. AlphaScreen MITF homodimerization, bead proximity signal. inhibition, % at 2.6 µM. hit rate 0.91% among 650,000. AID 1259374; in the data active = inhibition above about 50%;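 note: 0% = vehicle wells with protein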
Target sequence (O75030 whole entry, looked up): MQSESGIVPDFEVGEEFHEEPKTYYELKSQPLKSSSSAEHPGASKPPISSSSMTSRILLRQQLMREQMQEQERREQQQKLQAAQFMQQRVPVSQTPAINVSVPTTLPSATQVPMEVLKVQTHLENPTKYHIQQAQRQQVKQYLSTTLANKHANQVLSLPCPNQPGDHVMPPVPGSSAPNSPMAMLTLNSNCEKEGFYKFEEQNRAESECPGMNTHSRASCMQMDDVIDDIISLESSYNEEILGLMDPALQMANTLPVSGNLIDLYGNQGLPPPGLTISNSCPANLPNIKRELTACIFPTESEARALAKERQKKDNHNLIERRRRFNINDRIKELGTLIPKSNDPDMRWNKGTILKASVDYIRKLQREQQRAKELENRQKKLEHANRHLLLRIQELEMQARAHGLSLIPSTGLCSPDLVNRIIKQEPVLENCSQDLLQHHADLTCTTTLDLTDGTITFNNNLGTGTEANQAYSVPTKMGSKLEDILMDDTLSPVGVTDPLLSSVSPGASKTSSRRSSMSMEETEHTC
GPR151 activ – human GPR151 activation; PathHunter beta-arrestin GPR151 cells, luminescence; activation, % at 11.2 µM; Q8TDV0; AID 1508602; hit rate 1% among 650,000; in the data active = activation above about 4.9%;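 note: 0% = median of compound wells and 100% = cells with positive control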
TEAD-YAP block – TEAD-YAP interaction inhibition; HEK-TIYL cells, TEAD-Gal4/YAP UAS-luciferase luminescence; AID 1259422; inhibition, % at 9.12 µM; hit rate 1.4% among 640,000; in the data active = inhibition above about 32%;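 note: 0% = median of test compound wells and 100% = reference inhibitor wells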
FBW7 act – activators of human E3 ligase FBW7; Q969H0; AlphaScreen FBW7–phospho-cyclin E peptide binding, activator screen; normalized activity (activation), % at 26.1 µM; hit rate 0.13% among 650,000; AID 1259310; in the data active = normalized activity above about 1.9%;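 note: purified mutant Fbw7 with reduced substrate affinity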
Numbers without * were called inactive; x = no result given.

#	Molecule	MITF primary	GPR151 activ	FBW7 act	TEAD-YAP block
1	O=C(NCC(c1cccnc1)N1CCOCC1)c1cccs1 (stereo unspecified)	14	-1.2	0.1	2
2	CC(NC(=O)NC12CC3CC(CC(C3)C1)C2)c1ccc2c(c1)OCO2 (stereo unspecified)	-22	1.7	0.1	-11
3	Cc1c(NC(=O)CCc2ccc(C3CC3C)o2)c(=O)n(-c2ccccc2)n1C (stereo unspecified)	-11	-1.5	-0.1	1
4	COc1ccccc1NC(=O)c1ccc(SCC(=O)NCCC2=CCCCC2)c([N+](=O)[O-])c1	0	0.8	0.0	-5
5	Cc1ccccc1C1C=C(c2ccc(F)cc2)Nc2ncnn21 (stereo unspecified)	-2	-0.8	0.0	-2
6	CC(C)CCNC(=O)CCn1nc(-c2ccccc2)ccc1=O	-3	0.3	-0.1	-3
7	COc1cc(OC)c(NC(=O)CCNC(=O)Cn2ccc3ccccc3c2=O)cc1Cl	-13	-1.0	-0.1	11
8	Cc1cccc(C)c1NC(=O)C(c1ccccc1)N(C)C(=O)CCc1cc(C(C)(C)C)c(O)c(C(C)(C)C)c1 (stereo unspecified)	7	1.4	0.0	14
9	COc1ccccc1N1CCN(Cc2nc3ccsc3c(=O)[nH]2)CC1	4	3.9	-0.2	-2
10	COc1ccc(C(CC(=O)NCCc2ccccc2)N2Cc3ccccc3C2=O)cc1 (stereo unspecified)	10	0.5	0.8	-1
11	Nc1c(C(=O)Nc2ccc(Cl)cc2)nnn1Cc1cccc(C(F)(F)F)c1	2	0.3	0.0	0
12	O=C(Cc1ccc(Cl)cc1)NC1=NCCS1	0	-0.2	-0.1	-17
13	CC(C)(C)c1ccc(S(=O)(=O)N2CCC(C(=O)OC3CCOC3=O)CC2)cc1 (stereo unspecified)	-13	-0.7	-0.1	12
14	CCCCCCCC(=O)N/N=C/c1cccnc1	9	-0.5	0.1	13
15	CC[C@@H](Cn1nc(-c2ccc(F)c(F)c2)ccc1=O)NC(=O)c1ccc2c(c1)OCCO2	4	0.9	0.0	1
16	O=C(NCc1cccnc1)c1ccc2nc(N3CCC(N4CCOCC4)CC3)sc2c1	1	1.6	0.3	-10
17	COc1ccc(CNC2CCCN(c3nc(C)c4cc(F)ccc4n3)CC2)cc1OC (stereo unspecified)	-1	1.0	0.2	-1
18	CCOc1ccc(NC(=O)/C=C/c2ccc([N+](=O)[O-])cc2)cc1	2	1.0	0.0	4
19	Cc1cc(F)c(F)c(C(=O)N2CCN(c3ccc([N+](=O)[O-])cc3F)CC2)c1	15	-0.1	0.1	-3
20	O=C1N[C@@H](Cc2ccc(O)cc2)C(=O)N2C[C@@H](NCc3cccc(Cl)c3)C[C@@H]12	8	-0.9	-0.1	8
21	CCOP(=O)(OCC)c1nc(Cc2ccc(OC)cc2)oc1NCc1ccccc1	3	0.6	-0.1	9
22	CSC1=NC(=Nc2cccc(C(F)(F)F)c2)C2(CCCCC2)N1c1cccc(C(F)(F)F)c1	16	1.2	0.5	3
23	CCCn1c(=S)[nH]c2cc(C(=O)Nc3cc(OC)c(OC)c(OC)c3)ccc2c1=O	-3	-1.0	0.0	3
24	CN(Cc1ccccc1)C(=O)c1cn(C)c2ccc(S(=O)(=O)N3CCCC3)cc2c1=O	-3	0.6	-0.1	-5
25	COc1ccc(C)cc1S(=O)(=O)N1CCCC1	9	0.6	0.1	-1
26	N#Cc1cccc(CN2CCC(=O)N(Cc3ccc(F)cc3)CC2)c1	1	0.6	-0.3	5
27	COc1ccc(-c2n[nH]c(=S)n2Cc2ccccc2)cc1OC	13	0.0	0.5	5
28	COc1ccc(CN2CCC3(CC2)NC(=O)c2ccccc2O3)cc1Cn1nc(C)cc1C	19	-0.5	0.1	2
29	Cc1c(NC(=O)Nc2ccccc2C(F)(F)F)n(C)c(=O)n1-c1ccccc1	8	0.6	1.3	10
30	CSc1nc(C)c(Cl)c(C)c1C#N	14	0.4	0.0	5
31	Cc1cc(Br)cc(C)c1OCC(=O)N/N=C/c1ccc(O)c(O)c1	-9	2.1	0.0	7
32	CCc1ccc(C(=O)Nc2ncccn2)cc1	7	-4.3	-0.1	-33
33	CC(=O)N1CCN(C(=O)Cn2c3ccccc3c(=O)c3cc(C)ccc32)CC1	8	1.0	0.0	-6
34	O=c1c2cc3c(cc2nc(SCc2cccc(F)c2)n1CCC1=CCCCC1)OCO3	7	-0.7	0.0	5
35	COc1ccc(NC(=O)O/N=C/c2ccc(N(C)C)cc2)cc1	9	-0.3	0.0	-25
36	O=C(NCCCn1ccnc1)c1cc(C2CC2)on1	-14	0.2	0.1	-24
37	O=C(NCc1cccnc1)c1ccc2c(Cl)c3c(nc2c1)CCC3	0	0.3	0.0	-32
38	CC(=O)O[C@H]1C(=O)[C@@]2(C)[C@H]([C@H](OC(=O)[14c]3[14cH][14cH][14cH][14cH][14cH]3)[C@]3(O)C[C@H](OC(=O)[C@H](O)[C@@H](NC(=O)c4ccccc4)c4ccccc4)C(C)=C1C3(C)C)[C@]1(OC(C)=O)CO[C@@H]1C[C@@H]2O	-31	2.3	-0.1	x
39	Cc1ccc(C(=O)Nc2ccc(S(=O)(=O)c3ccccc3)cc2)cc1S(=O)(=O)N1CCOCC1	9	-0.9	0.2	5
40	CCCSc1nc2sc3c(c2c(=O)n1C1CCCCC1)CCc1ccccc1-3	-7	1.0	-0.2	-4
41	O=C(Cn1c(NCCO)nc2ccccc21)c1ccc(Br)cc1	0	1.4	0.1	-1
42	COc1ccc(CNC(=O)c2noc(C)c2[N+](=O)[O-])cc1	8	5.0*	-0.1	9
43	CCOC(=O)c1c(NC(=O)COc2ccc(Cl)cc2C)sc(C(=O)N2CCCCC2)c1C	15	0.1	0.2	1
44	CCCN1Cc2cccc(C(=O)N3CCN(c4ccc(F)cc4)CC3)c2C1=O	-5	-0.7	0.3	17
45	O=C(Nc1nc(-c2ccc(Cl)cc2)cs1)c1ccc(F)cc1	9	-0.7	0.1	-8
46	CC1CN(C(=O)COc2ccc(C(C)C)cc2Br)CC(C)O1 (stereo unspecified)	0	-0.5	-0.1	-1
47	CC1=C(C(=O)OC(C)C)C(c2cccc([N+](=O)[O-])c2)C2=C(CC(c3ccc(Cl)cc3)CC2=O)N1 (stereo unspecified)	1	0.9	-0.1	8
48	Cc1c(NC(=O)/C=C/c2ccc(C(C)(C)C)cc2)c(=O)n(-c2ccccc2)n1C	2	-1.3	0.1	4
49	Cc1[nH]c(=O)n(C)c(=O)c1CCC(=O)Nc1ccc(N2CCN(C)CC2)cc1	-7	0.6	-0.1	2
50	COc1cc(C(=O)N(c2ccc(C)cc2)C2C=CS(=O)(=O)C2)cc(OC)c1OC (stereo unspecified)	6	0.2	0.2	-5
51	Cc1cc(C)cc(C(=O)Nc2c3c(nn2-c2ccccc2C)CSC3)c1	-7	1.8	0.0	10
52	CC(C)C(NS(=O)(=O)c1cccc2nsnc12)C(=O)NCc1ccc2c(c1)OCO2 (stereo unspecified)	-16	-0.7	0.3	-14
53	CCc1ccc(Cn2nnc(C(=O)Nc3ccc(Br)cc3)c2N)cc1	4	0.1	0.1	7
54	CCn1nc(C)c(CCC(=O)N[C@H](Cn2nnc3ccccc32)C(C)C)c1C	-1	-0.8	0.0	0
55	Cc1c(C(=O)Nc2sccc2-c2nc3ccccc3s2)cnn1-c1ccccc1	-8	1.0	-0.1	10
56	O=C1NC2(CCN(C(=O)C3(c4ccc(Cl)cc4)CC3)CC2)Oc2ccccc21	-11	-1.2	0.0	-1
57	c1cc(-n2cnc3c(NCCN4CCOCC4)nc(N4CCN(Cc5ccc6c(c5)OCO6)CC4)nc32)cs1	-12	1.6	-0.1	24
58	CCOC(=O)C1(Cc2ccc(Cl)cc2)CCN(C(=O)c2ccc3nccnc3c2)CC1	1	-0.7	-0.1	-8
59	CCCCNS(=O)(=O)c1ccc(NC(=O)C(CC)Oc2ccccc2)cc1 (stereo unspecified)	7	-1.6	1.0	9
60	Cc1ccc(C(C)C)c(OCCNC(=O)c2cccs2)c1	-3	0.4	-0.1	-10

The list continues.
#	Molecule	MITF primary	GPR151 activ	FBW7 act	TEAD-YAP block
61	Cc1ccccc1OCCOc1ccc(C=O)cc1	0	0.5	1.3	-18
62	CCN1CCN(c2nc3c(c(=O)n(C)c(=O)n3C)n2C(C)C)CC1	0	-1.7	0.1	-15
63	Cc1ccc(S(=O)(=O)N(CCc2ccccc2)CC(=O)Nc2ccc(Br)cc2)cc1	13	-2.9	0.2	7
64	O=C(c1cccc([N+](=O)[O-])c1)N(c1ccccn1)c1ccccn1	-1	-1.6	-0.1	-3
65	Cc1nc(N2CCN(C)CC2)c2c(C)c(C(=O)N3CCN(c4cccc(Cl)c4)CC3)sc2n1	13	0.6	0.0	-6
66	COc1cc(/C=N/NC(=O)C(O)c2ccccc2)cc([N+](=O)[O-])c1O (stereo unspecified)	-7	0.3	0.1	4
67	O=C1CC(c2cccc(O)c2)Nc2ccc3ccccc3c21 (stereo unspecified)	-5	0.0	0.1	2
68	CC(=O)N1c2ccccc2NC2=C(C(=O)CC(c3cccs3)C2)C1c1ccc(F)cc1 (stereo unspecified)	2	0.4	0.0	2
69	COc1ccc(CN[C@H]2C[C@H]3C(=O)N[C@H](CO)C(=O)N3C2)cc1	5	-0.7	0.3	-12
70	O=C(Nc1ccc2c(c1)oc1ccccc12)c1ccc([N+](=O)[O-])cc1	-3	0.6	-0.1	-6
71	N#C/C(=C\c1ccc(N2CCOCC2)cc1)C(N)=S	1	1.2	0.2	0
72	Cc1ccc2c(c1)c1c3n2CCN(CC(O)CN2CCCC2)C3CCC1 (stereo unspecified)	-6	0.1	-0.1	-1
73	Cn1c(=NC(=O)c2cc(=O)c3ccccc3o2)sc2cc(Br)ccc21	-4	-0.9	0.0	-1
74	Cc1ccc(C2Nc3cc(C)c(C)cc3NC3=C2C(=O)CC(C)(C)C3)o1 (stereo unspecified)	4	-0.2	0.2	2
75	CCCn1c2c(c(=O)n(C)c1=O)C(c1ccccc1)C1=C(COC1=O)N2 (stereo unspecified)	-4	0.0	0.0	-4
76	Cc1ccc(-c2nn3c(C)nnc3s2)cc1NC(=O)COc1cccc(C)c1C	3	-0.1	0.3	-2
